High-throughput results: PubChem, The Scripps Research Institute Molecular Screening Center
OXTR potentiator = human OXTR potentiators, primary screen, fluorescence, CHO-OTR cells, Fluo-8 calcium; activation, % at 3 µM; hit rate 0.061% among 320,000; Fluo-8 calcium fluorescence, potentiator mode; 0% = oxytocin EC15, 100% = EC100; Oxytocin receptor (Homo sapiens), P30559;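 active = activation above that plate's cutoff, the mean activation of tested compounds plus 3 SD, cut at about 6.6% in these data, passing the limit was not always enough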;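 also: 100% uses oxytocin at 75 nM as the full agonist control; some results filed as inactive read as strong as hits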
Target sequence (P30559 whole entry, looked up): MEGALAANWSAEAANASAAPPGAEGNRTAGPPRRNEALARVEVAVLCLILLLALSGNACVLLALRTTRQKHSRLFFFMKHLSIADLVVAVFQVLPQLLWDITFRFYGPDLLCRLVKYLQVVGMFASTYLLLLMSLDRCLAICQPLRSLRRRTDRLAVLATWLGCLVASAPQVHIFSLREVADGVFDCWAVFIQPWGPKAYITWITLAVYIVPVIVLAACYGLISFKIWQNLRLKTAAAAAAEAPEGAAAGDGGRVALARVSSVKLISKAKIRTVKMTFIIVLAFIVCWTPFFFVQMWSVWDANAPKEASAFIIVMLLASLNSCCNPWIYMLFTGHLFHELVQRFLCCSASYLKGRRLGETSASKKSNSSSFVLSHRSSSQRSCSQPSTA
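Replication – single well per compound, singlicate · Assay system – CHO cell line stably expressing human OTR · Timing – 6 min pre-incubation, 100 s read · Measure – normalized max/min fluorescence ratio, % activation · Doses – 3.0 µM, one dose · Detection – Fluo-8 calcium dye fluorescence · Probe or stimulus – oxytocin near EC15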
TAAR1 antagonist = human TAAR1 antagonists, primary screen, Fluo-8 calcium fluorescence, CHO RD-HGA16 cells. hit rate 1.5% among 360,000. AID 624466, 2012. antagonist. inhibition, % at 3 µM. Trace amine-associated receptor 1 (Homo sapiens), Q96RJ0;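 active = inhibition above a per-plate cutoff, the mean inhibition of test compounds on that plate plus 3 SD, cut at about 49% in these data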;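 also: 0% = DMSO plus EC80 beta-PEA response and 100% = DMSO alone without agonist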
Target sequence (Q96RJ0 whole entry, looked up): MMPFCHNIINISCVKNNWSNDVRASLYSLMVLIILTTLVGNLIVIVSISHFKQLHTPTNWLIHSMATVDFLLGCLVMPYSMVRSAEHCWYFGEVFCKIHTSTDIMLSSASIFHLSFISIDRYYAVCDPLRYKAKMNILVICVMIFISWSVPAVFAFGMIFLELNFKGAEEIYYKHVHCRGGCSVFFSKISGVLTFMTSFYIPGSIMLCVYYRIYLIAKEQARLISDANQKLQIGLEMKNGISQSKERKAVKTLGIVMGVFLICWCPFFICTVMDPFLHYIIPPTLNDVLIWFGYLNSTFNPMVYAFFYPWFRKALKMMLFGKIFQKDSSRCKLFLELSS
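Test system: hTAAR1-expressing CHO RD-HGA16 cells, Gα16-coupled; Probe or stimulus: EC80 β-phenethylamine stimulus; Compound dosing: single nominal final test compound concentration of 3 µM; Timing: 140 s kinetic read after compound, 140 s after agonist; Signal: Fluo-8 calcium-sensitive fluorescence; Measure: % inhibition of agonist calcium response; Controls: DMSO and EC80 PEA controls.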
CHO-K1 Ca antag = nonselective inhibitor or artifact in parental CHO-K1 cells. ATP-induced calcium, Fluo-8 fluorescence. hit rate 0.6% among 360,000. inhibition, % at 3 µM. AID 602250;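 active = inhibition above a per-plate cutoff, the plate's mean sample inhibition plus 3 SD, cut at about 24% in these data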;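 also: 0% = DMSO plus EC80 ATP and 100% = DMSO alone without ATP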
CHO parental Ca = ATP-evoked calcium signal inhibitors, parental CHO, primary screen, counter-screen for OX1R antagonist project, cell-based, fluorescence, Fluo-8 calcium dye | parental CHO-K1, ATP-induced calcium, Fluo-8 fluorescence | inhibition, % at 5.6 µM | hit rate 0.63% among 330,000;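 active = inhibition above that plate's mean sample inhibition plus 3 SD, cut at about 26% in these data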;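 also: 0% = ATP-challenged DMSO wells and 100% = DMSO wells without ATP; some compounds past the cut are filed as inactive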
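Test system: parental CHO cells; detection: calcium-sensitive Fluo-8 fluorescence; evaluation: percent inhibition of calcium signal; also added: ATP as calcium-mobilizing challenge; repeats: one well per compound; control set: ATP-challenged DMSO wells low, unchallenged DMSO wells high; compound: single nominal dose of 5.6 µM per compound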
M1 ag parental = counter-screen for M1 agonists: effect in parental CHO-K1 cells; Fluo-8 calcium fluorescence; scaled to maximal ATP response, vehicle zero; activation, % at 3 µM; hit rate 0.48% among 360,000; AID 602248, 2012; in the data active = activation above about 15%;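 also: untransfected CHO-K1 host cells lacking M1 receptor as counterscreen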
TAAR1 agonist = human TAAR1 agonists, primary screen, Fluo-8 calcium fluorescence, CHO RD-HGA16 cells | Trace amine-associated receptor 1 (Homo sapiens), Q96RJ0 | vehicle wells 0%, saturating PEA agonist 100% | activation, % at 3 µM | hit rate 0.99% among 360,000;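 active = activation above the mean activation of all test compounds in the run plus 3 SD, cut at about 38% in these data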
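System: CHO-derived RD-HGA16 cells with stable Gα16 and human TAAR1 / Times: 17-24 h plating, Fluo-8 75 min 37 °C, 30 min RT / Technique: calcium-sensitive Fluo-8 signal, excitation 470-495, emission 515-575 nm / Measure: % activation relative to PEA EC100 response / Benchmarks: DMSO and PEA EC100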
CHRM1 antagonist = human M1 muscarinic receptor antagonists, primary screen, CHO-K1 cells, Fluo-8 calcium fluorescence, 1536-well | CHO-K1 hM1, ACh EC80 antagonist | hit rate 1.3% among 360,000 | inhibition, % at 3 µM | AID 588852, 2011;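 active = percent inhibition above its own plate's cutoff, namely the mean of that plate's compound wells plus 3 SD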;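 also: peak over basal fluorescence ratio during 140 s after agonist addition; 0% = ACh EC80 plus DMSO and 100% = DMSO alone without agonist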
CHRM1 agonist = human M1 muscarinic receptor agonists, primary screen, Fluo-8 calcium fluorescence, CHO-K1 cells, HTS. CHO-K1 hM1, agonist mode; 0% DMSO, 100% acetylcholine EC100. activation, % at 3 µM. hit rate 0.33% among 360,000;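 active = activation above the run's mean compound activation plus 3 SD, cut at about 16% in these data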;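 also: peak over basal fluorescence ratio within a 140 s kinetic read after compound addition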
CHO-K1 Ca PAM = nonselective calcium activators in parental CHO-K1 cells, primary screen, counter-screen for M1 PAM project, cell-based, Fluo-8 calcium fluorescence, full deck, 1536-well; AID 602247, 2012; hit rate 0.02% among 360,000; activation, % at 3 µM; ATP EC20; 0% at ATP EC20, 100% at ATP max;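 active = activation above the run cutoff, the mean activation of all test compounds plus 3 SD, cut at about 40% in these data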;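 also: peak over basal fluorescence ratio in a 140 s read after ATP addition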
* hit, by the source's call; . = no result given.

SMILES	OXTR potentiator	TAAR1 antagonist	CHO-K1 Ca antag	CHO parental Ca	M1 ag parental	TAAR1 agonist	CHRM1 antagonist	CHRM1 agonist	CHO-K1 Ca PAM
C=C(C)c1cccc(C(C)(C)NC(=O)Nc2cc(C)ccc2OC)c1	0	20	-9	21	-0.5	2	-13	-7	23
CCOC(=O)CN1C(=O)/C(=C2\SC(=S)N(NC(=O)c3cccnc3)C2=O)c2ccccc21	0	1	9	-5	0.3	0	-9	4	-9
O=C1CCN(Cc2ccccc2)C=C1c1ccc(Br)cc1	-4	30	-2	3	4.2	2	-5	-1	13
COc1ccc(OCCCn2ccnc2)cc1	-11	-7	-5	-3	2.3	1	-9	-4	1
C=CCc1c(C)nc(C)nc1N/N=C/c1ccccc1O	-9	2	-19	-13	0.5	9	2	-3	-12
O=C(CNC(=O)c1ccc(Br)o1)Nc1ccncc1	-6	-31	-7	-10	0.5	2	-6	1	11
Cc1c(-c2ccccc2)oc2c(C(=O)N3CCN(c4ccc([N+](=O)[O-])cc4)CC3)cccc2c1=O	-3	-20	-4	-17	0.8	1	2	-9	9
Cc1cc(N2C(=O)C(=O)/C(=C(/O)c3ccc(Cl)cc3)C2c2cccc(Br)c2)no1 (stereo not drawn)	-1	-11	-4	-1	0.4	10	-4	-4	2
CCCn1c(O)c(N=NC(=O)CNC(=O)Cc2ccc(OC)cc2)c2ccccc21	-2	-25	4	-30	0.0	0	-13	-2	-3
Cc1ccc(C(=O)N(CC(=O)NC2CCCCC2)c2ccccc2F)s1	-12	14	-21	-23	0.0	0	0	-2	7
CC(=O)Nc1cc(S(=O)(=O)Nc2ccccc2C)c(C)cc1C	-5	-15	1	-5	0.8	4	-5	-2	2
CC1CC(O)(Cc2ccccc2)C(C)CN1C (stereo not drawn)	-5	-10	-3	0	0.4	-2	1	-4	6
O=[N+]([O-])c1ccccc1N=NNc1ccccc1	.	-18	8	.	0.0	8	2	1	-15
CCN(CC)S(=O)(=O)c1ccc(/C=C/C(=O)OCC(=O)Nc2ccc(C(N)=O)cc2)cc1	-4	17	-8	11	3.0	5	7	-4	-8
CNC(=S)N1CCC(NC(=O)C(Cc2ccccc2)NC(C)=O)CC1 (stereo not drawn)	-3	-3	-9	-11	0.1	6	-4	-4	11
O=C(Nn1cc(C(=O)N2CCN(c3ccccc3F)CC2)c2ccccc2c1=O)c1cnccn1	-17	12	-2	17	0.8	7	5	0	24
O=C(Oc1ccc(-c2nc(-c3ccccn3)no2)cc1)c1ccccc1	-3	25	1	-19	0.6	7	-19	-1	0
COc1ccc(NC(=O)COC(=O)c2ccc(O)cc2)c([N+](=O)[O-])c1	-7	12	-3	-6	1.2	6	3	0	-17
COc1ccc(NC(=O)C2(C)CCCN(C(C)C)C2)cc1F (stereo not drawn)	.	-21	0	.	0.1	8	-3	-7	-2
O=C(NCCc1ccccc1F)/C(=C/c1cccnc1)NC(=O)c1ccccc1	4	-16	13	-12	0.6	16	4	0	-10
CCOc1ccc(OCCSc2nc3ccccc3c(=O)[nH]2)cc1	-9	63*	-9	-4	0.7	33	4	-7	13
C=CCn1c(SCC(=O)Nc2ccccc2)nnc1-c1cccc(S(=O)(=O)N2CCOCC2)c1	-3	9	11	-28	0.5	4	-39	1	5
CCCC(=O)Nc1ccc2oc(-c3cncc(Br)c3)nc2c1	-21	-28	5	11	8.9	3	-5	-1	4
Cc1ccc2nc(S(=O)(=O)O)[nH]c2c1	-4	12	-4	-3	-0.1	12	-5	-4	13
O=C(c1ccc(F)cc1)N(Cc1cccs1)C1CCS(=O)(=O)C1 (stereo not drawn)	-6	-21	-12	0	0.7	-1	-9	-2	11
(next part)
SMILES	OXTR potentiator	TAAR1 antagonist	CHO-K1 Ca antag	CHO parental Ca	M1 ag parental	TAAR1 agonist	CHRM1 antagonist	CHRM1 agonist	CHO-K1 Ca PAM
CCOc1ccccc1CNC(=O)Cn1ccc2cc(S(=O)(=O)N3CCCC3)ccc21	-17	-27	-13	-10	4.9	4	-1	-3	3
CCNC(=S)N/N=C/c1ccc(OCC(=O)Nc2ccc(OC)cc2)c(OC)c1	1	51*	20	-3	6.7	17	39*	-1	-9
COc1ccc(C(=O)NC2(C(F)(F)F)C(=O)Nc3c2c(=O)[nH]c(=O)n3CCc2ccc(OC)c(OC)c2)cc1 (stereo not drawn)	3	-7	-18	-1	0.7	17	-10	-3	13
CC(NC(=O)COC(=O)/C=C/c1ccc([N+](=O)[O-])cc1)c1ccccc1 (stereo not drawn)	-10	18	-8	-11	3.9	1	2	-8	17
COc1ccccc1-n1c(SCC(=O)Nc2ccc(F)cc2)nc2c(c1=O)SCC2	-5	-9	-11	-5	1.6	1	-6	-1	12
CC(=O)Nc1cccc(-c2ccnc3c2CC(C(=O)Nc2cccc(Oc4ccccc4)c2)O3)c1 (stereo not drawn)	.	42	-6	.	2.0	6	7	-2	-3
S=C(c1c[nH]c2ccccc12)N1CCCC1	-4	-29	4	-6	0.3	9	7	-6	6
CCCCCCCCCCNC(=O)C(=O)Nc1ccccn1	-5	.	0	8	-0.1	.	1	-1	9
CCOc1ccc(NS(=O)(=O)c2ccc3[nH]c(=O)oc3c2)cc1	-5	2	-5	0	1.6	3	19	1	15
OCCCNC(=S)Nc1ccc2nccnc2c1	-9	18	-7	9	-1.1	9	-6	-6	-7
COc1cccc(N2CC(C(=O)Nc3nnc(SCC(=O)N4CCCC4)s3)CC2=O)c1 (stereo not drawn)	-9	-14	-10	0	1.1	-1	-9	-4	8
C=CCn1c(SCC(=O)NC2CCS(=O)(=O)C2)nnc1-c1ccncc1 (stereo not drawn)	-16	3	-13	4	0.8	0	-8	-9	11
Cc1cc(C(=O)COC(=O)c2ccc(Br)o2)c(C)n1C	2	-16	-15	-6	0.5	7	1	-6	-11
C=COCCNC(=S)N1CCOCCOCCN(C(=S)NCCOC=C)CCOCCOCC1	-7	8	-10	-29	0.1	2	3	-2	0
CCNS(=O)(=O)c1ccc(NC(=O)Nc2cccc(OC)c2)cc1	-5	15	0	-3	1.5	6	-3	0	17
O=C(NNS(=O)(=O)c1ccccc1[N+](=O)[O-])c1ccccc1[N+](=O)[O-]	0	-5	2	-10	0.0	0	-2	-3	-1
Nc1ccnn1-c1ccccc1	2	-4	-9	-11	1.1	2	-10	-3	-3
CN(CCc1ccccc1)C(=O)c1cccc(NC(=O)Cc2cccc(NC(=O)C3CCN(C(=O)C4CC4)CC3)c2)c1	.	-25	-2	.	-0.1	0	-7	-4	4
CC1(C)Cc2[nH]c(=O)c(C#N)cc2CS1	-10	-30	-3	-5	0.4	4	-6	-3	18
CC(C)c1csc(CN2CCN(Cc3ccccc3)C(CCO)C2)n1 (stereo not drawn)	-8	-11	-11	-19	1.9	1	-11	-8	18
O=S(=O)(Nc1ccc(C(O)(C(F)(F)F)C(F)(F)F)cc1)c1cccc2ccccc12	.	26	2	.	0.5	4	1	-2	-3
COc1ccc(NC(=O)c2cccc(N3C(=O)C4C5C=CC(C5)C4C3=O)c2)cc1Cl (stereo not drawn)	-11	41	-1	-11	3.4	14	-5	0	16
COc1ccc(NC(=O)c2ccccc2SC)c(OC)c1	-7	-13	-19	-5	0.0	2	-4	-5	19
O=C(O)c1ccc(S(=O)(=O)N(Cc2ccccc2)Cc2ccccc2)cc1	-3	0	-13	-4	0.1	-1	-11	-6	10
O=C(Nc1ccc([N+](=O)[O-])cc1)N1CCCCCC1	-4	22	22	-5	8.7	0	17	2	-25

Overlap with the part before: 2 compounds; new compounds follow.
SMILES	OXTR potentiator	TAAR1 antagonist	CHO-K1 Ca antag	CHO parental Ca	M1 ag parental	TAAR1 agonist	CHRM1 antagonist	CHRM1 agonist	CHO-K1 Ca PAM
O=C(O)c1ccc(S(=O)(=O)N(Cc2ccccc2)Cc2ccccc2)cc1	-3	0	-13	-4	0.1	-1	-11	-6	10
O=C(Nc1ccc([N+](=O)[O-])cc1)N1CCCCCC1	-4	22	22	-5	8.7	0	17	2	-25
CC1(OC(=O)C2CCCC2)C(=O)C=C2C=C(c3ccsc3)N(C(CO)CO)C=C2C1=O (stereo not drawn)	4	-9	-1	-22	0.0	5	7	8	-3
O=C(COc1ccc2c3c(c(=O)oc2c1)CCC3)NCC1CCC(C(=O)O)CC1 (stereo not drawn)	-7	-36	-7	-9	0.9	3	3	-1	-7
COc1ccc(CNC(=O)c2c(-c3c(F)cccc3Cl)noc2C)cc1	-5	-4	4	-28	0.2	0	-4	-4	12
Cc1nnnn1/C(=C\c1ccccc1)C(=O)OCC(=O)N(C)C1CCS(=O)(=O)C1 (stereo not drawn)	-3	.	-14	2	0.8	.	-7	-7	21
COCCCNC(=O)CSC1=Nc2ccccc2C2=NC(CC(=O)NCc3ccccc3)C(=O)N12 (stereo not drawn)	-1	3	4	-9	-0.3	6	0	0	-7
O=C(NC1CCCCCC1)c1cc(=O)[nH]c2ccc(S(=O)(=O)N3CCOCC3)cc12	4	4	1	-22	-0.1	1	0	-3	3
Cc1nc2c(Cl)cccc2c2c1CC(CBr)O2 (stereo not drawn)	-8	-10	-12	-22	3.3	1	-8	-4	7
CCC(CC)C(=O)Nc1cc(C(=O)OC)cc(C(=O)OC)c1	-3	-12	-2	-10	-0.3	3	6	-4	2
O=C(NCc1ccco1)c1sc2cc(F)ccc2c1Cl	-8	9	3	-7	0.3	11	4	-9	5
Cc1[nH]n(-c2ccccc2)c(=O)c1/C=N/n1c(C)nc2ccccc2c1=O	-18	5	-5	0	0.3	10	-13	-1	15
Cc1cc(Cl)ccc1OCCCC(=O)NNC(=O)c1ccccc1O	-12	13	-11	-12	9.2	12	1	1	12
O=c1ccc(-c2ccccc2)n[nH]1	-4	-6	-14	1	0.5	8	-15	-1	8
